Assay outcomes as filed in PubChem BioAssay.
HTT cytoprotect: cytoprotection in Huntington HTT-Q103 PC12 cell model; PC12 HTT-Q103 induced, cytoprotection, ATP luminescence, 40 h; Potency, µM (highest dose often 56.4 µM), inactives show cytoprotection (ATP increase), actives largely listed as activators; 230,000 compounds, 0.14% hits;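 note: % of control where 0% means no effect; nearly all actives have a fitted effect of over 45% in size; toxic huntingtin expression switched on by the ecdysone agonist tebufenozide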
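PC12 cells stably carrying ecdysone-inducible Htt exon 1 (Q103)–GFP were induced with 100 nM tebufenozide (final) alongside library compounds in a dose series. Cytoprotection was scored as retained ATP by ATPlite luminescence.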
RECQ1 inh: RECQ1 (human) helicase inhibition. P46063. RECQ1 DNA unwinding, red fluorescence kinetic read. Potency, µM (series often up to 57.3 µM), without a hit: at the highest dose activity, negative = inhibition, most hits filed as inhibitors. 240,000 compounds, 0.54% hits;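 note: plate controls were vehicle for no effect and no enzyme for full effect; nearly all actives have a fitted effect of over 30% in size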
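RECQ1T1 50 nM; forked duplex (20 bp + 30-nt ss tails) 200 nM, ATP 2 mM final; pH 8.0, 2 mM MgCl2, 2.5 ug/ml poly(dI-dC); 15 min compound preincubation; discontinuous kinetic read over 2 h at RT.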
Tau FP inhib: tau fibrillization inhibition (FP); P10636; AID 1468; Potency, µM (series often up to 57.7 µM), for the others: at the highest dose activity, negative = inhibition, actives largely listed as inhibitors; 280,000 compounds, 0.39% hits; K18 P301L tau heparin fibrillization, Alexa594 FP, 6 h; note: % is set by controls: 0 for no effect and ±100 for the full control effect; nearly all actives have a fitted effect of over 55% in size
Target sequence (P10636 561-689 P618L limits assumed): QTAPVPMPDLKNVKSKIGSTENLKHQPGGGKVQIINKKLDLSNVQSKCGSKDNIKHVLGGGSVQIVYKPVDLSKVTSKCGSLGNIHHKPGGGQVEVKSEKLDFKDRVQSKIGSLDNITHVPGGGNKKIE
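FP of Alexa 594-tau after heparin (20 uM) induction. Substrate: human K18 P301L, 15 uM unlabeled, 0.24 uM labeled. Buffer 100 mM sodium acetate pH 7. 6 hr, 37 C.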
Tau ThT inhib: inhibitors of human tau fibril formation, thioflavin T binding; P10636; recombinant tau K18 P301L, heparin-induced fibrillization, ThT fluorescence; Potency, µM (titrated, usually from 57.4 µM), for inactives: at the highest dose activity, negative = inhibition, hits mostly inhibitors; 270,000 compounds, 2.1% hits; AID 1460; note: % is set by controls: 0 for no effect and ±100 for the full control effect; nearly all actives have a fitted effect of over 55% in size
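Heparin-induced (20 uM) aggregation of recombinant human K18 P301L tau, 15 uM unlabeled with 0.24 uM labeled, pH 7 acetate buffer, 6 hr at 37 C with compound. Fibrils quantified by 30 uM ThT fluorescence after 1 hr ambient incubation.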
Tau fluor cs: counter-screen for tau fibril formation inhibitors. AID 1463. tau K18 P301L Alexa594 fluorescence, heparin fibrillization. 280,000 compounds, 0.93% hits. Potency, µM (highest dose often 57.7 µM), for inactives: at the highest dose activity change, negative = decrease; note: % is set by controls: 0 for no effect and ±100 for the full control effect; nearly all actives have a fitted effect of over 55% in size
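Human tau K18 P301L (15 uM unlabeled, 0.24 uM Alexa 594-labeled) in 100 mM sodium acetate pH 7 with 20 uM heparin, 6 hr at 37 C. ThT 30 uM added, 1 hr ambient; Alexa 594 FP and total fluorescence read at 555/632 nm.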
TexasRed fluor: counter-screen for TRb-SRC2 inhibitors: fluorescence interference. AID 1479. 280,000 compounds, 0.29% hits. TRb/SRC2 Texas Red total fluorescence interference. Potency, µM (doses to about 106 µM), for inactives: at the highest dose fluorescence change, negative = quenching; active = well fitted curve in either direction with a large enough effect; inconclusive = small, poorly fitted or top-dose-only effect; note: % is set by controls: 0 for no effect and ±100 for the full control effect
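Human TRβ ligand-binding domain (0.6 uM) and Texas Red SRC2 peptide (20 nM) in Tris buffer with 1 uM T3 and 5% DMSO were incubated with pinned compound for 5 hr at ambient temperature. Total fluorescence was computed as S + 2P (555/632 nm).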
TRb-SRC2 inh: disrupts binding of human TR beta to SRC2. P10828. Potency, µM (series often up to 106 µM), inactives show at the top dose activity change, negative = inhibition, actives largely listed as inhibitors. TRbeta-SRC2 peptide binding, fluorescence polarization; receptor liganded with 1 µM T3. 280,000 compounds, 0.065% hits;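 note: plate controls were bound peptide for no effect and peptide without receptor for full effect; nearly all actives have a fitted effect of over 50% in size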
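Polarization signal, normalized between peptide-alone and full complex controls, measured compound effects on T3-liganded human TRb LBD (0.6 uM) binding 20 nM Texas Red SRC2 peptide after 5 hr.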
L3MBTL1 block: L3MBTL1 (human) inhibition; Potency, µM (series often up to 57.1 µM), without a hit: at the highest dose activity, negative = inhibition, actives largely listed as inhibitors; AID 485360; 230,000 compounds, 0.66% hits; AlphaScreen L3MBTL1–H3K9me1 peptide binding; note: % is set by controls: 0 for no effect and ±100 for the full control effect; nearly all actives have a fitted effect of over 60% in size
Target sequence (Q9Y468 whole entry, looked up): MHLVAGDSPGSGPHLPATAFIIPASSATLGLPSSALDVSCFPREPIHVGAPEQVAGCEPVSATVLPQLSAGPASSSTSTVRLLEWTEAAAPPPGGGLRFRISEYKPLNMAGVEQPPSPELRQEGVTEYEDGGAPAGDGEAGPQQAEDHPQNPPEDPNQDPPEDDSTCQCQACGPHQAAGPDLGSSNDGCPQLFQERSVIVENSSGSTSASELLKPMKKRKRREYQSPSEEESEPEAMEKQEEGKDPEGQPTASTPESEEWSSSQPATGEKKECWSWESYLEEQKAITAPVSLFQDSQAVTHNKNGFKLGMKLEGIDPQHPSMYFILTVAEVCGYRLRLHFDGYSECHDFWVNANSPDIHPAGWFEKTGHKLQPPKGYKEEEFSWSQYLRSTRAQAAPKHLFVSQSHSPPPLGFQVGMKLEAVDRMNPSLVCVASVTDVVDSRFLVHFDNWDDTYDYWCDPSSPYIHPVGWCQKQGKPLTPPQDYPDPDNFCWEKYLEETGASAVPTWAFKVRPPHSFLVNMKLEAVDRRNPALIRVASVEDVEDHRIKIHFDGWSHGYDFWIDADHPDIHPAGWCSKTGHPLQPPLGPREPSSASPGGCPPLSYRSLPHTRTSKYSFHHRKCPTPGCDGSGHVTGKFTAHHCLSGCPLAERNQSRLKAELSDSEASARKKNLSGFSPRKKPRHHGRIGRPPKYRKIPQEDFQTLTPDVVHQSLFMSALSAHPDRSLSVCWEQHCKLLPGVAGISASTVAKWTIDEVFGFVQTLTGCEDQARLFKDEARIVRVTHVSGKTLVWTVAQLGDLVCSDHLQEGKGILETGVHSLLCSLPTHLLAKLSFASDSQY
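AlphaScreen assay: L3MBTL1 (50 nM final) was preincubated 30 min at room temperature with biotinylated H3(1-15)K9me1 peptide (75 nM final), then 30 min with library compounds; streptavidin donor and nickel chelate acceptor beads (10 ug/mL final) added, 30 min dark.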
Numbers without * were called inactive; i = inactive; ? = inconclusive; . = no result given; & = joins results of further samples; [ ] = another dose, or the depositor's remark. Unless noted, calls come from the whole dose curve; as a rule, active = well fitted curve in the direction sought with a large enough effect; inconclusive = small, poorly fitted or top-dose-only effect, or another doubt; inactive = no such curve, though single readings can be large; an effect the other way counts as inactive or inconclusive. Potency is the fitted concentration of half-maximal effect. An excerpt (hit frequency here may not be typical).

SMILES	HTT cytoprotect	RECQ1 inh	Tau FP inhib	Tau ThT inhib	Tau fluor cs	TexasRed fluor	TRb-SRC2 inh	L3MBTL1 block
COc1ccc(OC)c(S(=O)(=O)N(C)CC(=O)Nc2ccc3c(c2)OCCO3)c1	-26%	4%	0%	5%	-1%	-2%	-1%	.
COc1ccc(/C=C2\CCCc3c2nc2ccccc2c3C(=O)OCC(=O)c2c(N)n(C)c(=O)n(C)c2=O)cc1	5%[10 µM]	-4%	?	-17%	-17%	-2%	2%	-6%
Cc1cc(NC(=O)C(=O)c2cn(C)c3ccccc23)no1	-44%[inhibitor]	-2%	1%	-11%	-7%	-7%	7%	.
COC(=O)Nc1ncc(CN2CCC(c3ccccc3)CC2)s1	9%[10 µM]	-2%	7%	-2%	0%	-6%	-2%	-4%
CCC(C)[C@H](NC(=O)NC(C)C)C(=O)O (some centres not stated)	.	i	1%	1%	3%	1%	7%	2%
COc1ccc(CCNC(=O)COC(=O)/C=C/c2cccs2)cc1OC	9%[10 µM]	i	8%	-7%	-3%	-2%	-5%	6%
CCN(CC)CCOC(=O)c1ccc([N+](=O)[O-])cc1	3%[10 µM]	-5%	2%	-10%	-8%	-4%	-6%	53%[activator]
COC(=O)c1ccc(S(=O)(=O)NCc2ccc(S(N)(=O)=O)cc2)n1C	14%[10 µM]	i	0%	-2%	2%	-2%	1%	6%
CCN(CC(=O)Nc1ccccc1OC)C(=O)Cn1cnc2ccccc2c1=O	-22%	-3%	-1%	-2%	-5%	-1%	-8%	-3%
C/C(=N/NC(=O)CSc1nc2ccccc2n1C)c1ccc(O)cc1	-9%[10 µM]	0%	3%	?	-16%	-2%	2%	12%
O=C(N1CCOCC1)N1CCC(NC(=O)C23CC4CC(CC(C4)C2)C3)CC1	2%[10 µM]	-3%	-10%	1%	-1%	-2%	3%	-21%
Cc1nc2ccc(S(=O)(=O)NC(C(=O)NCc3ccc4c(c3)OCO4)C(C)C)cc2s1 (configuration not stated)	-10%	-14%	6%	-7%	-4%	-3%	-9%	.

The list goes on, starting with the last 3 of the part before.
SMILES	HTT cytoprotect	RECQ1 inh	Tau FP inhib	Tau ThT inhib	Tau fluor cs	TexasRed fluor	TRb-SRC2 inh	L3MBTL1 block
C/C(=N/NC(=O)CSc1nc2ccccc2n1C)c1ccc(O)cc1	-9%[10 µM]	0%	3%	?	-16%	-2%	2%	12%
O=C(N1CCOCC1)N1CCC(NC(=O)C23CC4CC(CC(C4)C2)C3)CC1	2%[10 µM]	-3%	-10%	1%	-1%	-2%	3%	-21%
Cc1nc2ccc(S(=O)(=O)NC(C(=O)NCc3ccc4c(c3)OCO4)C(C)C)cc2s1 (configuration not stated)	-10%	-14%	6%	-7%	-4%	-3%	-9%	.
Clc1ccc2[nH]cc(-c3nnnn3-c3ccccc3)c2c1	-84%[inhibitor]	-6%	?	0%	?	-3%	-4%	-5%
CC(C)(C)c1ccc(C(=O)N2CCN(CCNC(=O)C(=O)NCc3ccccc3)CC2)cc1	10%[10 µM]	i	-4%	?	-2%	1%	-3%	13%
Cc1ccc(-c2cccc(NC(=O)C3C(C(=O)O)[C@@H]4C=C[C@H]3C4)c2)o1 (some centres not stated)	-18%[0.074 µM]	i	3%	?	-11%	0%	-8%	-1%
O=c1cc(CSc2ccccc2)nc(-c2ccncc2)[nH]1	-18%[10 µM]	-5%	-6%	-1%	4%	0%	1%	31%[activator]
CCOc1ccc(NC(=O)Nc2c(C)n(C)n(-c3ccccc3)c2=O)cc1	.	.	-9%	-5%	-12%	-3%	1%	.
Cc1ccc(-c2n[nH]c(=O)c3ccccc23)cc1S(=O)(=O)NCCO	4%	-1%	-1%	-6%	-6%	0%	5%	.
Cc1ccc(Nc2c(-c3ccccc3O)nc3ncccn23)cc1	15%[10 µM]	-5%	4%	5%	-27%	0%	3%	?
CC1CCN(C(=O)CN2CC(C)Sc3ccccc32)CC1 (configuration not stated)	.	.	8%	-1%	-11%	1%	1%	.
Cc1c(C(=O)N2CCc3ccccc32)oc2ccccc12	-7%[10 µM]	-2%	-14%	?	-18%	-1%	5%	37%[activator]
Brc1ccc(-c2nc3ccccc3s2)s1	-15%	i	-3%	?	-8%	0%	-8%	43%[activator]
Cc1cc(N/C=C\C(=O)c2ccc(Cl)c(Cl)c2)no1	-20%	-4%	-8%	?	-14%	0%	-4%	-5%
COc1cc2cc(CN(CCc3cccc(C)c3)C(=S)NCCCN(C)C)c(=O)[nH]c2cc1OC	-14%[10 µM]	-3%	-3%	-6%	-16%	0%	-17%	-1%
COc1ccc(/C=C/C(=O)N(C(C)C)C(C)C)cc1Br	-11%[10 µM]	1%	5%	-20%	-6%	-6%	-4%	2%
CCOC(=O)c1cc(NC(=O)Nc2nc3ccccc3s2)c(C)nc1C	12%[10 µM]	-5%	?	-8%	-10%	-22%	7%	12%
C[N+](C)(C)CCOC(N)=O	?	8%	3%&2%&-3%	0%&-3%&-4%	0%&-3%&-9%	-15%	-1%	8%
CCC(C)c1ccccc1NC(=S)Nc1cccnc1 (configuration not stated)	1%	0%	2%	-3%	-10%	-2%	-16%	-8%
COc1cc2c(cc1OC)CN(CC(=O)NC(=O)NC1CCCCC1)CC2	-17%	-3%	2%	-8%	-3%	-2%	-2%	.
O=C(Cn1c(=O)nc(-c2ccccc2)c2cc(Cl)ccc21)NCCc1ccccc1	.	.	-3%	-1%	8%	1%	0%	.
CSc1sc(C(=O)N2CCCCC2)c(-c2cccs2)c1C#N	-20%[10 µM]	-8%	-6%	-9%	-16%	0%	6%	9%
CC(Oc1ccc(Cl)cc1Cl)c1nc(-c2ccccn2)no1 (configuration not stated)	3%[10 µM]	i	2%	-16%	-15%	0%	3%	9%
COc1cccc(C(=O)Nc2ccccc2N2CCCC2)c1	2%	-1%	12%	-13%	-10%	-4%	9%	-2%[11.4 µM]
CC12C(=O)N(c3ccc(OC(=O)c4ccco4)cc3)C(=O)C1C1c3ccccc3C2c2ccccc21 (configuration not stated)	2%[10 µM]	-1%	-5%	-6%	-7%	1%	-11%	-4%
Cc1cc(C)n(-c2nc(C)nc(N)n2)n1	7%	i	-3%	0%	3%	3%	-10%	0%[11.4 µM]
CN(C(=O)c1cnc2n(c1=O)CCS2)C1CCCCC1	11%	-5%	1%	-8%	-6%	-2%	1%	.
COc1cc(OC)cc(C(=O)Nn2cc(C(=O)N3CCN(C)CC3)c3ccccc3c2=O)c1	-2%	i	-4%	-5%	-6%	3%	1%	0%
CN(C)CCCn1c(N)c(S(=O)(=O)c2ccccc2)c2nc3ccccc3nc21	20%[10 µM]	1%	?	2%	-3%	-1%	-1%	5%
CN1C(=O)OC(C)(C)C1=O	-7%[40.3 µM]	-11%[25.9 µM]	.	.	.	0%[53 µM]	0%[53 µM]	.
Cc1c(NC(=O)COc2cccc3c2OC(C)(C)C3)c(=O)n(-c2ccccc2)n1C	15%	-1%	1%	-16%	-8%	-4%	1%	.
CCOC(=O)c1cc(C(=O)Nc2ccc(C)c(F)c2)nn1C	-27%	i	2%	-18%	-8%	-1%	5%	7%
COC(=O)CCC(=O)NNC(=O)c1ccc(Cl)cc1Cl	-33%	-2%	0%	-11%	-11%	1%	14%	0%
O=C(CCc1ccccc1)OCC(=O)c1ccc([N+](=O)[O-])cc1	-10%	-4%	-8%	?	-26%	-1%	-7%	.
COc1ccc(OC)c(NC(=O)C(=S)NC2CCCCC2)c1	-85%[inhibitor]	i	-12%	?	?	0%	4%	?
Cc1c(C(=O)N2CCN(c3ccccn3)CC2)oc2ccccc12	-4%[1.9 µM]	-4%	0%	2%	-1%	5%	5%	27%
Cc1ccc(-n2nc(C(=O)Nc3ccc(Br)cc3C)c(=O)n(C)c2=O)cc1	.	.	5%	7%	14%	-27%	2%	.
CN(C)CCNC(=O)c1ccc2c(=O)n3c(nc2c1)CCCCC3	.	.	-2%	-3%	-3%	1%	-4%	.
CCOC(=O)c1cc(NC(=O)N2CCCCC2)c(C)nc1C	16%	7%	3%	2%	5%	0%	7%	.
CCC(=O)N1c2ccccc2CC1C(=O)NCCN1CCN(c2cc(Cl)ccc2C)CC1 (configuration not stated)	.	.	8%	-16%	-9%	-1%	0%	.
COC(=O)c1ccc(COC(=O)c2ccc(N(C)C)cc2)cc1	-55%[inhibitor]	i	2%	-9%	-17%	3%	-22%	-23%[11.4 µM]
O=C(CSc1ccc(-c2cccs2)nn1)NCCc1ccccc1	-32%	-4%	3%	-10%	-3%	-1%	10%	-1%
O=C(/C=C/Sc1ccc(C(F)(F)F)cn1)c1ccccc1	-34%[10 µM]	-1%	-16%	.	-28%	-1%	7%	.
O=c1oc2ccccc2c(N2CCCC2)c1CN1CCCC1	5%	i	2%	-12%	-18%	-9%	1%	.
CCc1ccc(CNC(=O)c2ccc(-n3c(C)cc4c3CCC(C)C4)cc2)cc1 (configuration not stated)	.	.	-2%	?	-16%	-5%	-3%	.
Cc1ccc(COCCN2CCN(S(=O)(=O)c3ccc(C)cc3)CCC2=O)cc1	.	-1%	-2%	-14%	-12%	0%	-6%	4%
Cc1cc(F)c(F)c(C(=O)N2CCOCC2)c1	2%[10 µM]	2%	1%	8%	-1%	0%	-8%	-16%
Cc1[nH]c2ccccc2c1C(=O)C(=O)NCc1cccs1	2%	-17%	-6%	-4%	-8%	-1%	10%	.
c1cnc(SCCOc2ccc3c(c2)CCC3)nc1	0%	i	1%	-20%	-19%	-4%	-1%	.
Cc1ccc(OCC(=O)Nc2ccc3nc(SCC(=O)Nc4ccc(C)cc4C)sc3c2)cc1	.	.	?	-15%	-20%	-13%	2%	.
CCc1ccc(NC(=O)Cn2nnc(-c3ccccc3N)n2)cc1	.	.	0%	-13%	?	7%	-4%	.
COc1ccccc1NC(=O)N(Cc1ccco1)Cc1cc2cccc(C)c2[nH]c1=O	19%[10 µM]	i	0%	-19%	-13%	-1%	-3%	-14%
